Mtb UGM inh: Mtb UDP-galactopyranose mutase inhibition; inhibition, % at 10 µM; AID 504406; 0.06% of 320,000 active; purified UGM, fluorescence polarization probe displacement; P9WIQ1; in the data active = inhibition above about 10%, passing the limit was not always enough; inconclusive = no clear call, values can overlap the other calls
Target sequence (P9WIQ1 whole entry, looked up): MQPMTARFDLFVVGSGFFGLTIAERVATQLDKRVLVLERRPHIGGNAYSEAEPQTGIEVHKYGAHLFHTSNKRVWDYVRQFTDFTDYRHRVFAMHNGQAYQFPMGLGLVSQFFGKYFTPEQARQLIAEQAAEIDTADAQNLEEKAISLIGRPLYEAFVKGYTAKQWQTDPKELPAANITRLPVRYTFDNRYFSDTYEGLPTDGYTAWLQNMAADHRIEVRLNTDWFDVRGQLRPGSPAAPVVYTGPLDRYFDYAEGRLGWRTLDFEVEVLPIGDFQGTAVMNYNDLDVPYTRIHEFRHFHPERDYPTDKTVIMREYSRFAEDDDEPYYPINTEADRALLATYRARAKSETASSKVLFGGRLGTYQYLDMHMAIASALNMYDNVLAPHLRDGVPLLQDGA
BoNT-A LC inh2: BoNT A light chain protease inhibition | inhibition, % at 10 µM | multiplex microsphere protease substrate cleavage, flow cytometry | AID 588499 | 0.17% of 360,000 active; also: plate controls were buffer without enzyme for full effect and enzyme alone for no effect
FadD28 FP inh: M. tuberculosis FadD28 bisubstrate binding inhibition; AID 588549; FadD28 bisubstrate probe binding, fluorescence polarization; inhibition, % at 12.5 µM; 0.22% of 360,000 active; in the data active = inhibition above about 8.5%, passing the limit was not always enough; inconclusive = no clear call, values can overlap the other calls
FBA Mtb inh: Mtb fructose-bisphosphate aldolase inhibition | purified M. tuberculosis FBA, fluorescence read-out | inhibition, % at 1 µM | 2.3% of 360,000 active | AID 588726; in the data active = inhibition above about 27%;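 also: 0% = vehicle and 100% = reference inhibitor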
Target sequence (P9WQA3 whole entry, looked up): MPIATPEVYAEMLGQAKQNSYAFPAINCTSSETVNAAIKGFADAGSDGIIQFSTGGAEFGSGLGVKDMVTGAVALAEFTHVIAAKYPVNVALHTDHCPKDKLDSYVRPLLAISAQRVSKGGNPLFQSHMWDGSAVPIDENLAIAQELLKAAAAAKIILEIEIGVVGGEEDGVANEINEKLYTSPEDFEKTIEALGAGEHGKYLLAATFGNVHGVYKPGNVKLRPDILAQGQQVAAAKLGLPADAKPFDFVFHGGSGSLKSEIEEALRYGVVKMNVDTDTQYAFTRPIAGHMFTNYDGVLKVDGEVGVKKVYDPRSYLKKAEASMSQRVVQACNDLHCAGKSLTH
GDH-TPI inh: counter-screen for M. tuberculosis FBA inhibitors: GDH-TPI coupled enzymes | GDH-TPI coupled enzyme counterscreen, NADH absorbance | inhibition, % at 4.8 µM | 1.2% of 360,000 active; in the data active = inhibition above about 30%;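 also: 0% = DMSO wells and 100% = wells lacking the enzyme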
BoNT F protease: blocks Botulinum neurotoxin F light chain protease; AID 588497; Multiplex microsphere protease cleavage assay, flow cytometry; inhibition, % at 10 µM; 0.22% of 360,000 active; in the data active = inhibition above about 35%, passing the limit was not always enough; inconclusive = no clear call, values can overlap the other calls; also: plate controls were buffer without enzyme for full effect and enzyme alone for no effect
BioA inh: blocks M. tuberculosis BioA enzyme activity | inhibition, % at 9.99 µM | 0.096% of 360,000 active | AID 602481 | purified M. tuberculosis BioA enzyme, plate reader; in the data active = inhibition above about 40%; inconclusive = no clear call, values can overlap the other calls
Anthrax LF prot: inhibitors of Bacillus anthracis lethal factor protease. 0.12% of 360,000 active. inhibition, % at 10 µM. multiplex microsphere protease cleavage assay, LF; also: plate controls were buffer without enzyme for full effect and enzyme alone for no effect
PfHsp40 yeast: rescue of PfHsp40-mediated yeast toxicity; growth rescue, % at 12.5 µM; S. cerevisiae expressing PfHsp40, growth rescue, ATP luminescence; 0.68% of 340,000 active; in the data active = growth rescue above about 28%, passing the limit was not always enough; inconclusive = no clear call, values can overlap the other calls;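 also: yeast W303a lacking pdr1 and pdr3 grown in galactose medium; growth measured after three days at 30 °C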
The depositor's hits bear a star; ? = inconclusive; . = no result given; + = active, no number. Rule as the data show it, unless noted: active = inhibition above about 30%; inconclusive = no clear call, values can overlap the other calls; inactive = below that.

SMILES	Mtb UGM inh	BoNT-A LC inh2	FadD28 FP inh	FBA Mtb inh	GDH-TPI inh	BoNT F protease	BioA inh	Anthrax LF prot	PfHsp40 yeast
Cc1cc(=O)[nH]c(SCC(=O)NCCC2=CCCCC2)n1	-2.1	-0.6	-2.6	-2	0	0	-1.9	0	-0.3
CCCCN(CC)CCCNC(=O)CN1C(=O)CSc2ccc(S(=O)(=O)N3CCOCC3)cc21	-1.3	0.5	-3.1	4	-8	-1	.	0	0.7
CC(=O)N1CCC(C(=O)Nc2ccc(S(=O)(=O)NCCc3ccccc3)cc2)CC1	-6.1	-2.1	-1.0	5	3	-21	1.2	-10	1.6
C[C@H](Nc1ncnc2sc3c(c12)CCC3)C(=O)O	2.2	-0.7	-1.9	1	-5	-1	0.7	-6	9.7
CCN(CC)CCNC(=O)c1cccc(NC(=O)C(=O)c2cc(Br)ccc2NC(C)=O)c1	-0.4	0.2	-3.3	-2	-1	-4	-2.8	-1	-0.5
CCC(=O)N(Cc1cc2cc(OC)ccc2[nH]c1=O)c1ccccc1OC	.	0.0	-2.1	14	18	1	.	-8	.
COc1ccc(C/C(C)=N/NS(=O)(=O)c2ccc(Br)cc2)cc1	-1.4	-0.5	-4.2	0	0	-5	1.9	1	0.6
COc1ccc(OC)c(S(=O)(=O)n2cccn2)c1	-0.6	0.3	-3.2	2	-7	19	0.8	1	12
COCC(=O)N(Cc1cc2cc(OC)ccc2[nH]c1=O)c1ccc(C)cc1	0.1	-0.6	-1.5	16	4	-13	0.2	-2	-2.0
O=C(CN1C(=O)CNC1=O)Nc1cc(Cl)cc(Cl)c1	-0.6	-0.1	-3.4	5	9	-2	-1.6	-6	0.3
CCNc1nc(NC(C)C)nc(N(C#N)C(C)C(=O)N(C)C)n1 (stereo unspecified)	1.5	-0.6	-2.8	-2	4	4	3.1	-3	0.2
CC1CC(N(C(=O)c2ccco2)c2ccccc2)c2ccccc2N1 (stereo unspecified)	-1.8	0.2	1.0	-1	6	8	0.2	-3	-0.2
COc1ccc(CCNC(=O)Cc2cc(=O)[nH]c(=O)[nH]2)cc1OC	2.0	-1.0	-2.6	-3	5	-1	-0.9	-5	1.9
Cc1ccc(C(=O)NCC(=O)OCC(=O)c2c(N)n(C)c(=O)n(C)c2=O)cc1C	0.3	-0.5	-4.6	-2	2	2	-1.3	-4	-0.6
O=C(NCCc1ccccc1)c1cc2ccccc2oc1=O	2.2	1.8	2.7	7	-9	5	-0.6	-2	2.4
COc1ccc(C(CNC(=O)COc2cc(C)c(Cl)c(C)c2)N2CCCCC2)cc1 (stereo unspecified)	-2.3	0.3	-6.0	-3	7	3	-1.2	-4	1.4
COc1cc(NC(C)CCCN)c2ncccc2c1 (stereo unspecified)	3.8	1.7	-3.7	-1	9	-33	0.2	-9	-0.3
COc1cc(/C=N/NC(=O)NC2CCCCC2)ccc1O	0.7	0.0	-1.6	0	-6	-4	0.1	-8	-2.1
CC(C)C(=O)N(c1cc2sc(=O)oc2c2ccccc12)S(=O)(=O)c1cccs1	0.4	1.2	-0.4	0	4	0	-1.1	0	3.6
O=C1Cc2cc([N+](=O)[O-])ccc2N1c1c(Cl)cccc1Cl	2.6	-1.0	-2.9	0	2	-8	-2.1	-25	-0.3
CCOc1cc(C(c2c(C)[nH][nH]c2=O)c2c(C)[nH][nH]c2=O)cc(Cl)c1O	0.3	-0.6	0.6	-4	4	3	3.2	6	0.4
Cc1cc(C)c(C#N)c(SCC(=O)c2ccc(Cl)cc2Cl)n1	2.1	0.8	-2.3	-1	6	-2	-0.3	1	-0.9
CC(=O)Nc1ccc(S(=O)(=O)N2CCN(c3ccccn3)CC2)cc1	-8.2	-0.3	-3.6	5	-4	-1	-0.4	0	0.2
COc1ccc(CNC(=O)C2CC(C)=CCC2C(=O)O)cc1 (stereo unspecified)	-0.4	-2.3	-3.4	6	1	24	-1.2	-5	-1.4
Cc1cc2oc(=O)cc(CN3CCOCC3)c2cc1O	1.7	-4.3	-1.6	2	5	-11	-1.4	-9	0.3
CCCCN(CC)C(=S)Nc1ccc2nc(N3CCN(C)CC3)cc(C)c2c1	-0.6	0.6	-3.2	20	29	10	-0.3	4	1.0
CCN(CC)S(=O)(=O)c1cccc(NC(=O)COC(=O)c2[nH]c(C)c(C(C)=O)c2C)c1	.	-0.5	-2.5	0	0	-6	-0.8	-4	.
Cc1cc(C)cc(NC(=S)N2CCC(NC(=O)c3ccco3)CC2)c1	-0.6	-3.9	-4.3	0	-1	-2	-0.3	-4	-1.0
COc1ccc2[nH]c(C)c(CCNC(=S)Nc3ccc(F)cc3)c2c1	0.4	-0.8	-0.9	1	2	-3	.	-2	0.5
COc1cccc(C(=O)/C=C/c2ccc(SC)cc2)c1	3.7	2.3	-3.1	2	4	-2	-2.2	1	0.3
Nc1nnnn1/N=C/c1cc(Cl)cc(Cl)c1O	-0.1	2.0	?	3	2	9	-6.8	-4	-1.5
O=C(c1ccco1)N1C(=O)c2cccc3cccc1c23	-0.2	0.0	-2.0	6	10	-9	-0.5	1	0.4
Cc1ccc(OCC(=O)O/N=C(\N)c2ccncc2)cc1C	-1.2	1.3	0.6	-2	5	-1	-0.4	3	0.0
COCCCNC(=O)C[C@H]1C[C@H](C(=O)N2CCOCC2)[C@@]2(C)c3[nH]c4cc(-c5ccco5)ccc4c3CCN2C1=O	.	-0.1	-3.8	33*	0	4	1.7	-2	0.2
O=C(N/N=C/C1CC2C=CC1C2)c1ccccc1O (stereo unspecified)	2.1	-1.1	-1.8	7	26	-3	0.2	-6	-0.1
CC(=O)Nc1cccc(NC(=S)Nc2cccc(Cl)c2Cl)c1	-1.2	-0.7	1.2	4	1	-4	.	-3	0.5
COc1cccc(C(=O)Oc2cc(C)[nH]c(=O)c2[N+](=O)[O-])c1	-0.9	-1.5	-0.4	-2	3	-5	.	-1	0.3
CC(C)(C)C(=O)Nc1nc(-c2ccc3c(c2)OCO3)cs1	0.1	-0.3	-0.1	3	-3	-10	1.9	-2	2.5
C=CCn1cnc2c(nnn2-c2ccc(C)c(Cl)c2)c1=O	-0.3	1.0	-1.3	-1	2	2	.	-1	2.5
COc1cccc(Cn2cnc3c([N+](=O)[O-])c(C)c(C)cc32)c1	-3.1	0.6	-3.1	-3	3	-4	.	-6	2.7

The closing 5 entries of the section before lead into the next:
SMILES	Mtb UGM inh	BoNT-A LC inh2	FadD28 FP inh	FBA Mtb inh	GDH-TPI inh	BoNT F protease	BioA inh	Anthrax LF prot	PfHsp40 yeast
CC(=O)Nc1cccc(NC(=S)Nc2cccc(Cl)c2Cl)c1	-1.2	-0.7	1.2	4	1	-4	.	-3	0.5
COc1cccc(C(=O)Oc2cc(C)[nH]c(=O)c2[N+](=O)[O-])c1	-0.9	-1.5	-0.4	-2	3	-5	.	-1	0.3
CC(C)(C)C(=O)Nc1nc(-c2ccc3c(c2)OCO3)cs1	0.1	-0.3	-0.1	3	-3	-10	1.9	-2	2.5
C=CCn1cnc2c(nnn2-c2ccc(C)c(Cl)c2)c1=O	-0.3	1.0	-1.3	-1	2	2	.	-1	2.5
COc1cccc(Cn2cnc3c([N+](=O)[O-])c(C)c(C)cc32)c1	-3.1	0.6	-3.1	-3	3	-4	.	-6	2.7
CSC(=N/N=C(\N)c1cnccn1)SC	-0.7	-0.9	-1.6	0	6	-3	-1.5	-2	9.5
O=[N+]([O-])c1ccc2nonc2c1Nc1cccc(F)c1	-1.4	-2.6	1.1	-7	-3	1	-0.5	-1	-1.2
CCc1cccc(C)c1NC(=O)C1CCN(C(=O)c2ccc([N+](=O)[O-])cc2)CC1	-1.3	0.1	-3.1	-4	-7	-2	.	-2	0.3
CC(=O)c1sc(Nc2ccc3c(c2)OCO3)nc1C	.	0.1	-1.2	-2	.	16	7.3	2	.
CN1CCN(CC(=O)Nc2ccc(OC(F)(F)F)cc2)CC1	2.8	0.4	.	2	-1	-3	-0.7	3	0.3
Cc1ccc(-n2c(Cc3ccccc3)n[nH]c2=S)c(C)c1	1.0	-0.7	0.4	-2	-4	0	.	4	-0.8
CCCCn1c(-c2ccccc2)cnc1SCC(=O)NCCc1ccc(OC)c(OC)c1	1.7	0.2	-4.0	-3	11	-5	.	1	-0.8
CCOC(=O)c1ccc(NC(=O)CSc2nnc(COc3ccccc3OC)n2CC)cc1	1.7	-0.2	-4.9	0	-4	-1	-0.4	1	-0.2
O=C(NCc1cccc(Cl)c1)NCc1cccc(Cl)c1	0.0	-0.6	-1.4	-2	18	-2	.	1	-0.9
Cn1nnnc1SCC(=O)Nc1cccc([N+](=O)[O-])c1	-0.2	-0.3	-2.6	-1	-1	1	.	0	-0.1
COc1ccc(Nc2nc(NCC3CCCO3)c3ccccc3n2)c(OC)c1 (stereo unspecified)	-0.9	-0.5	0.2	24	15	-2	-4.0	-11	-0.3
COc1cccc(NC(=O)c2ccccc2-c2nc(-c3cccc(C)c3)no2)c1	-1.6	0.9	-1.4	-1	-4	4	-2.0	-4	0.7
Cc1ccc(C(=O)COC(=O)c2ccccc2N2C(=O)C3C4CCC(C4)C3C2=O)cc1C (stereo unspecified)	-1.3	0.2	-1.3	-1	1	3	-0.3	3	-1.6
CCC(C)N1CCCCC1C(=O)Nc1c(C)cc(C)cc1C (stereo unspecified)	2.3	-0.2	-0.7	3	11	-5	-0.7	1	1.0
CCCCn1c(SCC(=O)N(C)C)nnc1-c1ccncc1	-2.2	-0.6	-1.8	-1	-5	-5	-0.7	0	-2.1
CC(=O)Nc1cc2c3c(c1)CCC(=O)N3CCC2	-0.1	0.7	0.2	1	8	-3	.	-4	0.3
O=C(O)CCCNc1n[nH]c(=O)[nH]c1=O	-2.2	-0.3	-5.5	1	-6	-2	.	-4	-0.1
CC(Sc1nnc(-c2cccs2)n1C1CC1)C(=O)NCC1CCCO1 (stereo unspecified)	0.6	-1.0	-1.4	1	-1	24	0.5	5	-0.6
CC(C)(C)c1ccc(C(=O)NCC(=O)NCC(C)(C)N2CCOCC2)cc1	.	1.9	-4.3	26	-1	-3	-0.6	-3	1.4
COc1ccc(-c2nnc(OCc3nc4ccccc4n3C)c3ccccc23)cc1	0.6	-0.5	-3.3	3	-4	-2	2.7	-1	0.7
Cc1onc(-c2c(Cl)cccc2Cl)c1C(=O)NN1CCCCCC1	2.1	.	-1.3	3	-8	.	1.8	.	-0.8
Cc1ccc(Nc2nc(CSc3nnnn3-c3ccccc3)cc(=O)[nH]2)cc1	0.7	0.2	-4.3	1	-5	-3	1.9	3	1.4
O=C(CSCc1c[nH]c(=O)[nH]c1=O)OCC(=O)c1ccc(Br)cc1	-1.1	-0.9	-0.1	2	-1	-4	.	-3	3.6
CC(C)(C)C(=O)Nc1nnc(SCC(=O)Nc2nccs2)s1	-1.6	-0.2	-4.2	-1	-1	-2	-1.0	0	0.0
Cc1cccc(-c2nnc(SCc3nc4ccccc4[nH]3)n2Cc2ccco2)c1	5.3	-0.7	-5.0	-2	-3	7	3.2	2	-1.0
COc1ccccc1C1C(C#N)=C(N)N(N(C)C)C2=C1C(=O)CC(C)(C)C2 (stereo unspecified)	-3.6	3.2	0.9	2	8	-16	-2.6	-2	-1.1
Cc1ccc2cc(CCNC(=O)c3ccc(S(=O)(=O)N4CCOCC4)cc3)c(=O)[nH]c2c1C	-4.1	2.9	-2.2	-1	11	4	1.2	5	0.1
Cn1c(O)c(/C=N/N2CCCCC2)c(=O)[nH]c1=O	1.6	-0.5	-2.6	-1	6	-1	.	4	-0.4
CCOc1ccccc1N1CCN(C(=O)c2ccc(-c3ccc(OC(C)=O)cc3)cc2)CC1	-2.7	-1.7	-0.1	3	6	?	-1.1	3	2.3
CC(CCc1ccccc1)NCC(O)COc1ccccc1 (stereo unspecified)	-3.9	0.2	-1.7	0	-4	-8	.	-9	-1.1
Cc1nnc2sc(-c3ccc(NC(=O)c4ccc(-c5ccc(Cl)cc5Cl)o4)cc3)nn12	3.7	2.5	-1.9	4	-2	5	-1.9	-1	0.0
Cc1ccc(S(=O)(=O)c2cc3ccc(O)cc3oc2=O)cc1C	7.3	-1.3	1.0	+	0	15	-0.6	-17	-0.7
